Yfh1-off respiration: mitochondrial function rescue without frataxin homolog – Friedreich's ataxia, plus single-dose screen, dose response (AID 1465) | S. cerevisiae Yfh1-off respiration, WST-1 reduction, 72 h; higher fold induction means a stronger effect | fold induction at 50 µM, or EC50 in µM where a hit was titrated | 220,000 tested, 0.074% active;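 active means fold induction of absorbance versus untreated yeast above a set limit, then at least 30% activation at any dose in follow-up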;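 further: activators that raise dye reduction in frataxin-depleted yeast; strong numbers were not always called active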
Autophagy HCS: modulators of autophagy; MEF GFP-LC3 puncta imaging; test concentration mostly 10 µM; calls only at 10 µM (by protocol); AID 463193; 190,000 tested, 0.98% active;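 active means percentage of spot-positive cells more than 3 SD above its plate mean, without a fluorescence outlier flag or 80% toxicity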;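 further: spot-positive cell cutoff set from DMSO-treated cells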
Hep lipid drop: hepatic lipid droplet formation modulation; AID 1656; AML12 mouse hepatocytes, oleate lipid droplets, BODIPY imaging; inhibition, % at 6.5 µM; 240,000 tested, 0.4% active;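 active means lipid droplet intensity inhibited by at least 50%, with more than 500 cells counted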
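Material – AML12 mouse liver cells · Also added – oleate loading, 100 µM · Compound dosing – 6.5 µM single-point dosing · Times – overnight treatment with compound plus oleate · Measured by – fluorescence imaging, 20x objective, two fields per well · Read-out – percent inhibition of filter-corrected integrated lipid droplet intensity per well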
Dynein transport: dynein cargo transport inhibition; 3617.4 mouse cells, GR-EGFP nuclear translocation imaging; test concentration mostly 20 µM; stimulated with dexamethasone, 1 µM; active compounds read low; z-score, hits read low; 220,000 tested, 0.47% active;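 active means plate z-score of nuclear minus cytoplasmic receptor signal below a set negative limit, without overly bright fluorescence or cell loss, cut at about -3.5 in these data, passing the limit was not always enough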;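 further: z-score of nuclear minus cytoplasmic ring GR-EGFP intensity difference per well; some compounds called inactive have numbers as strong as hits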
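Buffer or medium: tet-free, stripped-serum medium; Also added: dexamethasone, 1.0 µM final; Technique: high-content fluorescence imaging after fixation; Times: 48 h induction, 1 h compound, 30 min dex at 37 °C; Read-out: per-cell GR-EGFP intensity, nucleus versus surrounding cytoplasmic ring, well-averaged.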
WT yeast gro inh: growth inhibition of WT yeast, mitochondrial fusion screen. mitochondrial fusion phenotypic screen, WT strain. inhibition, % at 10 µM. 190,000 tested, 2.1% active; in the data active means inhibition above about 58%; tested in S. cerevisiae
b-catenin transl: alters nuclear translocation of beta-catenin in HeLa cells; immunofluorescence imaging; nuclear translocation activity, % at 5 µM; 190,000 tested, 0.3% active; AID 1665;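 active means nuclear translocation activity above 50% at 5 µM, with a well cell count of 50 or more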;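 further: per-cell ratio of nuclear to cytoplasmic median beta-catenin stain intensity; plate controls were DMSO negative control for no effect and GSK-3 inhibitor IX positive control for full effect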
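Technique: fluorescence imaging of beta-catenin antibody stain plus DAPI / Material: human HeLa cell line / Incubation: compound treatment 24 h, 37°C, 5% CO2 / Read-out basis: % activation of per-cell nuclear versus cytoplasmic median beta-catenin signal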
MT stabilize HCS: stabilizes microtubules in HeLa cells | HeLa tubulin immunostaining HCS, 24 h; share of cells brighter than vehicle mean+2SD | % tubulin-high responders, % at 10 µM | 200,000 tested, 0.83% active;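 active means plate Z-score above 3 for both tubulin-high and condensed-nucleus cell shares, with cell loss under 80%, at 10 µM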;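 further: anti alpha tubulin signal scored within the nucleus-defined area of each cell; some results filed as inactive read as strong as hits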
Ins promoter up: MIN6 insulin promoter up-regulation. MIN6 insulin promoter-GFP reporter, high-content imaging; active compounds read high. z-score at 5 µM. 190,000 tested, 0.3% active. AID 1625;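 active means z-score above 3 at 5 µM with at least 500 cells counted in the well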
NOD2 inhibition: NOD2 signaling inhibitors, cell-based, luminescence, uHTS, HEK293 (AID 1566) | HEK293 NOD2/NF-kB luciferase reporter, luminescence; higher % means a stronger effect | one-dose inhibition, % at 4 µM; EC50 in µM for titrated hits | 290,000 tested, 0.63% active; in the data active means inhibition above about 50%; further: many of its hits are not listed in these tables
WT yeast gro inh mutant strain: also measured in WT yeast gro inh; calls as there; inhibition, %; mitochondrial fusion phenotypic screen, mutant strain inhibition
Dynein transport cytoplasmic EGFP: also measured in Dynein transport; calls as there; z-score; measured here: cytoplasmic GR-EGFP intensity; active compounds read high
Dynein transport nuclear GR-EGFP: recorded beside Dynein transport, whose call it bears; z-score; measured here: nuclear GR-EGFP intensity;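 lower value marks the stronger effect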
Dynein transport cell count: also measured in Dynein transport; calls as there; z-score; measured here: cell count per field
Ins promoter up cell count: second read-out of Ins promoter up, no call of its own (marks repeat the call); cell count; measured here: cytotoxicity, nuclei count;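 total cells summed across four imaged fields per well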
Hep lipid drop cells 6.5 µM: second read-out of Hep lipid drop, no call of its own (marks repeat the call); cell count; measured here: cell count, cytotoxicity flag;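 cells counted across two imaged fields per well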
b-catenin transl cell count 5 µM: also measured in b-catenin transl; calls as there; cell count; measured here: cell count, cytotoxicity flag
MT stabilize HCS Hoechst-high %: recorded beside MT stabilize HCS, whose call it bears; % Hoechst-high responders; measured here: nuclear condensation Hoechst responders;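 share of cells brighter than vehicle mean plus two SD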
MT stabilize HCS cytotoxicity %: further read-out of MT stabilize HCS, marked with its call; toxicity, %; measured here: cytotoxicity by cell density;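 0% = mean cell density of plate MIN control wells and 100% = no cells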
Autophagy HCS cell loss 18 h: further read-out of Autophagy HCS, marked with its call; toxicity, %; measured here: cell loss, nuclei count;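 cell loss after 18 h compound exposure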
* marks the source's active call; other numbers are inactive results; i = inactive; . = not tested or not shown. Not all compounds are listed, so the mix of outcomes need not match the whole.

Below each SMILES: Yfh1-off respiration	Autophagy HCS	Autophagy HCS cell loss 18 h	Hep lipid drop	Hep lipid drop cells 6.5 µM	Dynein transport	Dynein transport cytoplasmic EGFP	Dynein transport nuclear GR-EGFP	Dynein transport cell count	WT yeast gro inh	WT yeast gro inh mutant strain	b-catenin transl	b-catenin transl cell count 5 µM	MT stabilize HCS	MT stabilize HCS Hoechst-high %	MT stabilize HCS cytotoxicity %	Ins promoter up	Ins promoter up cell count	NOD2 inhibition
(1) CC(C)CC(NC(=O)CC12CC3CC(CC(C3)C1)C2)C(=O)NC1=NCCS1 (stereo not drawn)
 : i	i	24	-5	675	-0.26	-0.26	-0.32	0.45	9	11	-2.2	987	1.8	1.7	0.7	0.97	1500	5%
(2) COc1cc(OC)cc(-c2cc(N3C(=O)Nc4ccccc4N3O)n[nH]2)c1
 : i	i	-7	0	627	-0.84	-0.32	-0.81	1	-10	-4	-0.7	970	3.3	3.0	6.8	.	.	7%
(3) COC(=O)c1cc(C(=O)OC)n(Cc2ccc(C)cc2)c1C
 : i	i	10	.	.	-0.45	-0.24	0.064	1.3	10	7	-1.3	1070	6.8	2.2	6.6	0.07	1252	-5%
(4) CCOC(=O)C1CCCN(C(=S)NC2CCCCC2)C1 (stereo not drawn)
 : i	i	7	-5	664	0.99	-0.17	0.5	-0.7	-11	-21	-0.4	1032	4.2	2.4	8.8	1.3	1432	5%
(5) COC(=O)Cc1ccc(NC(=S)N2CCN(c3ccc(F)cc3)CC2)cc1
 : i	i	-20	-84	595	1.9	0.028	1	-1.1	13	4	0.7	1041	3.5	2.4	12	-0.09	1476	-7%
(6) Cc1ccc(S(=O)(=O)Nc2ccc3nc(-c4cccn4C)[nH]c3c2)cc1
 : i	i	-2	6	747	-0.29	-0.16	-0.32	1.4	-1	-3	.	.	3.0	1.4	1.8	-0.25	1184	-6%
(7) CCOC(=O)C1CCN(C(c2cc(OC)c(OC)c(OC)c2)c2sc3nc(C)nn3c2O)CC1 (stereo not drawn)
 : i	i	7	-5	615	0.55	-0.22	0.4	-0.013	-5	-1	0.1	1036	2.1	2.1	13	-0.01	1798	1%
(8) Oc1ccc(N=Nc2ccc3c(c2)OCCO3)c(O)c1
 : i	.	.	10	699	-3.2	0.43	-1.1	-0.26	.	.	-2.0	1318	.	.	.	-0.18	1047	-142%
(9) CC1CN(S(=O)(=O)c2cccs2)CC(C)O1 (stereo not drawn)
 : i	i	7	1	771	-0.055	-0.14	-0.66	0.68	-2	-20	-3.8	1078	3.1	2.0	3.0	1.5	1112	-18%
(10) CCOC(=O)/C(C#N)=C/C1=C(N2CCOCC2)CC(C)(C)OC1
 : i	.	.	2	796	-0.014	-0.2	0.94	-0.87	.	.	-0.7	1364	.	.	.	-0.32	1022	12%
(11) CCOC(=O)C(=O)Nc1ccccc1C(N)=O
 : i	i	-17	2	779	-0.84	0.053	-0.21	1.2	5	2	.	.	1.3	1.0	7.9	-0.67	879	13%
(12) O=C(NC(Cc1c[nH]c2ccccc12)C(=O)Nc1ccc(F)cc1)c1cccs1 (stereo not drawn)
 : i	i	3	-20	498	0.41	-0.2	0.55	-1.3	-10	12	6.4	1046	2.3	2.0	4.9	-0.39	1487	-17%
(13) Cc1nc(Cl)sc1C(=O)Nc1ccc(Cl)cc1
 : i	i	3	-24	691	0.18	-0.21	0.091	-1.1	16	-8	.	.	1.6	3.0	2.7	-0.1	1215	3%
(14) Cc1c(S(=O)(=O)c2ccccn2)c(N)n(Cc2ccccc2)c1C
 : i	.	.	61*	752*	-0.16	-0.26	0.39	-0.042	.	.	-0.2	1276	.	.	.	-0.32	1062	10%
(15) CCn1c(=N)n(CCOc2ccc(OC)cc2)c2ccccc21
 : i	i	-4	.	.	-0.48	-0.22	-0.15	0.31	5	-99	-1.1	1141	2.1	1.3	7.9	-2	1133	-3%
(16) N=C1CCCN1CC(=O)c1ccc(Br)cc1
 : i	i	-6	-13	630	-0.011	-0.27	0.068	1.1	-5	-4	-1.3	1101	3.1	1.7	9.5	-0.23	1561	-13%
(17) CCN(CC)S(=O)(=O)c1cccc(-c2nnc(SCCCC(=O)c3ccc(F)cc3)o2)c1
 : i	i	12	.	.	1.3	0.19	0.9	-0.7	-14	-30	0.0	783	2.3	1.0	7.5	-4.2	788	8%
(18) CC1N(O)C(C)(C)C(c2ccccc2)=[N+]1[O-] (stereo not drawn)
 : i	i	-11	2	714	-2.5	-0.19	-1.4	0.13	-5	-5	7.0	1073	4.7	2.8	1.5	0.35	1051	9%
(19) CCOC(=O)c1cnn(-c2ccc([N+](=O)[O-])cc2)c1N
 : i	.	.	25	696	0.25	-0.11	0.22	0.26	.	.	2.3	1002	.	.	.	-0.9	1360	12%
(20) CCN(CC)S(=O)(=O)c1ccc(C(=O)NNC(=O)C2CCN(S(=O)(=O)c3ccc(Cl)cc3)CC2)cc1
 : i	i	2	3	659	-0.63	-0.3	-0.75	0.97	-5	-7	-0.2	933	3.3	4.6	8.1	.	.	21%
(21) Cc1cc(=O)c2ccc3ccccc3c2[nH]1
 : .	i	-6	4	767	2.5	-0.14	1.3	-0.44	4	18	-14	1180	1.1	1.5	2.9	.	.	22%
(22) COc1ccc2nc(Nc3nc(CSc4ccc(C)cc4)cc(=O)[nH]3)nc(C)c2c1
 : i	i	-19	20	755	0.3	-0.28	0.46	-0.31	34	17	0.6	1019	2.1	1.2	0.1	0.31	1356	-10%
(23) c1ccc(-c2nnc(N3CCN(c4ccccn4)CC3)c3ccccc23)cc1
 : i	i	-7	6	675	0.0075	-0.26	-0.014	0.48	12	14	-1.2	1027	1.8	1.5	6.2	0.19	1084	11%
(24) Cc1ccccc1-c1cc(C(=O)n2cccn2)c2cc(Cl)ccc2n1
 : i	i	28	.	.	0.33	-0.22	0.61	0.43	-3	-22	0.7	1280	3.8	1.4	8.1	-0.38	1713	-2%
(25) COC(=O)CCC(=O)NN1C(=O)c2ccccc2C1=O
 : i	i	12	4	720	1.9	-0.15	1.4	-1.6	2	4	-2.1	1049	2.4	1.5	11	.	.	-30%
(26) Cc1ccc(S(=O)(=O)N/N=C/C(C)(C)CO)cc1
 : i	i	10	11	587	-0.034	-0.15	-0.31	-0.72	-6	-11	2.3	1098	1.8	1.8	4.3	0.19	1859	10%
(27) CN(C/C(O)=C(\C#N)c1ccccc1)C1CCCCC1
 : i	i	-6	.	.	3.2	-0.019	1.6	-2.1	3	8	-4.7	824	4.2	1.0	7.5	0.38	1313	0%
(28) CC(C)(O)CNC(=O)Nc1ccc(Cl)c(Cl)c1
 : i	.	.	4	706	-0.88	-0.25	-0.13	0.62	.	.	1.0	1361	.	.	.	0.3	1086	10%
(29) CC(C)n1nc(C(=O)OCC(=O)c2c[nH]c3ccccc23)c2ccccc2c1=O
 : i	i	2	-1	752	0.44	-0.15	0.43	0.29	10	6	.	.	3.6	2.0	10	-0.1	1004	2%

Ordered by molar mass (descending): 8 of the compounds above.
Below each SMILES: Yfh1-off respiration	Autophagy HCS	Autophagy HCS cell loss 18 h	Hep lipid drop	Hep lipid drop cells 6.5 µM	Dynein transport	Dynein transport cytoplasmic EGFP	Dynein transport nuclear GR-EGFP	Dynein transport cell count	WT yeast gro inh	WT yeast gro inh mutant strain	b-catenin transl	b-catenin transl cell count 5 µM	MT stabilize HCS	MT stabilize HCS Hoechst-high %	MT stabilize HCS cytotoxicity %	Ins promoter up	Ins promoter up cell count	NOD2 inhibition
(12) O=C(NC(Cc1c[nH]c2ccccc12)C(=O)Nc1ccc(F)cc1)c1cccs1 (stereo not drawn)
 : i	i	3	-20	498	0.41	-0.2	0.55	-1.3	-10	12	6.4	1046	2.3	2.0	4.9	-0.39	1487	-17%
(1) CC(C)CC(NC(=O)CC12CC3CC(CC(C3)C1)C2)C(=O)NC1=NCCS1 (stereo not drawn)
 : i	i	24	-5	675	-0.26	-0.26	-0.32	0.45	9	11	-2.2	987	1.8	1.7	0.7	0.97	1500	5%
(2) COc1cc(OC)cc(-c2cc(N3C(=O)Nc4ccccc4N3O)n[nH]2)c1
 : i	i	-7	0	627	-0.84	-0.32	-0.81	1	-10	-4	-0.7	970	3.3	3.0	6.8	.	.	7%
(14) Cc1c(S(=O)(=O)c2ccccn2)c(N)n(Cc2ccccc2)c1C
 : i	.	.	61*	752*	-0.16	-0.26	0.39	-0.042	.	.	-0.2	1276	.	.	.	-0.32	1062	10%
(4) CCOC(=O)C1CCCN(C(=S)NC2CCCCC2)C1 (stereo not drawn)
 : i	i	7	-5	664	0.99	-0.17	0.5	-0.7	-11	-21	-0.4	1032	4.2	2.4	8.8	1.3	1432	5%
(13) Cc1nc(Cl)sc1C(=O)Nc1ccc(Cl)cc1
 : i	i	3	-24	691	0.18	-0.21	0.091	-1.1	16	-8	.	.	1.6	3.0	2.7	-0.1	1215	3%
(25) COC(=O)CCC(=O)NN1C(=O)c2ccccc2C1=O
 : i	i	12	4	720	1.9	-0.15	1.4	-1.6	2	4	-2.1	1049	2.4	1.5	11	.	.	-30%
(11) CCOC(=O)C(=O)Nc1ccccc1C(N)=O
 : i	i	-17	2	779	-0.84	0.053	-0.21	1.2	5	2	.	.	1.3	1.0	7.9	-0.67	879	13%
